From PubChem BioAssay
TDP1 cell CPT – DT40-hTDP1 cell growth loss with CPT; Potency, µM (doses to about 46.2 µM), for the others: top-dose activity change, negative = growth inhibition, usual class: inhibitors; chicken DT40 Tdp1-/-;hTDP1 cells + 20 nM CPT, ATP luminescence, 48 h; hit rate 12% among 420,000; further: nearly all actives have a fitted effect of over 55% in size
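Chicken DT40 Tdp1-/- cells stably complemented with human TDP1 were seeded at 400 cells/well in medium containing 20 nM camptothecin, exposed to pin-transferred compounds, and grown at 37 °C for at least 48 hr. Viability was read as ATP luminescence.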
TDP1 cell noCPT – qHTS for Inhibitors of human tyrosyl-DNA phosphodiesterase 1 (TDP1): qHTS in cells in absence of CPT | DT40 Tdp1-/- hTDP1 cells, no CPT, ATP luminescence, 48 h | Potency, µM (series often up to 46.2 µM), for the others: at the top dose activity change, negative = growth inhibition, usual class: inhibitors | hit rate 15% among 420,000 | AID 686978, 2013; further: nearly all actives have a fitted effect of over 55% in size
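Readout: luminescence from CellTiter-Glo after 30 min in the dark at RT. Cells: DT40 Tdp1-/- with stable hTDP1, 400/well. Exposure: compounds alone, ≥48 hr, 37 °C.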
KAT2A inh – blocks human GCN5L2 histone acetyltransferase; GCN5L2 HAT assay, ThioGlo1 CoA-SH fluorescence; Potency, µM (top dose mostly 58.9 µM), for inactives: top-dose activity change, negative = inhibition, hits mostly inhibitors; hit rate 0.21% among 390,000; AID 504327
Target sequence (Q92830 whole entry, looked up): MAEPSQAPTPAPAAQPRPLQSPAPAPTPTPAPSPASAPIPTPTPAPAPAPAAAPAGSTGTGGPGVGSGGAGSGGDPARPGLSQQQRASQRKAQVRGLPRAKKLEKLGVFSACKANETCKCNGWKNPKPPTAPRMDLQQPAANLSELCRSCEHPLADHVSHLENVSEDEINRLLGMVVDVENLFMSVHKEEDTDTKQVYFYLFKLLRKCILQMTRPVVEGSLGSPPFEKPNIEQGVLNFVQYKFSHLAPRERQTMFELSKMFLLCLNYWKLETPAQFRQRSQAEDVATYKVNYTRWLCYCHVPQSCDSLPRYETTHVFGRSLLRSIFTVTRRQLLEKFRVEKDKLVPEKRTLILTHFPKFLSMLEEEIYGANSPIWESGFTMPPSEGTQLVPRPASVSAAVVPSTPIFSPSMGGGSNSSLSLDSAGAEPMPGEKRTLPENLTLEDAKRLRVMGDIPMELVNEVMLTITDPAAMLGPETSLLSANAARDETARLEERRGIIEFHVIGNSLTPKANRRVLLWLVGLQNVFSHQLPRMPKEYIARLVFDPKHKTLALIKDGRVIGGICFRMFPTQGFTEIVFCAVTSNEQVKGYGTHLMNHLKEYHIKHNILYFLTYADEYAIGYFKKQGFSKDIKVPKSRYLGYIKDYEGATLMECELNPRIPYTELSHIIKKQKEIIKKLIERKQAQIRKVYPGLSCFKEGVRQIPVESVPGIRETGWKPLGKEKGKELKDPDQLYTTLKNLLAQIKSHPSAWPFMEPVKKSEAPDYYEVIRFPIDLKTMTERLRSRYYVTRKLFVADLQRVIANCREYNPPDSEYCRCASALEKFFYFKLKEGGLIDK
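Free CoA generated was detected with ThioGlo1 (50uM) fluorescence at Ex340nm/Em540nm, read immediately and after 20 min at room temperature. Enzyme, 20 nM in HEPES pH 7.5 buffer, saw compounds 15 min before adding 75uM H3(1-25) peptide and 70uM acetyl-CoA.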
* marks the source's active call; other numbers are inactive results; ? = inconclusive; . = no result given. The call rests on the fitted dose curve; in most records, active means well fitted curve in the direction sought with a large enough effect; inconclusive means small, poorly fitted or top-dose-only effect, or another doubt; inactive means no such curve, though single readings can be large; an effect the other way counts as inactive or inconclusive. On the % scale 0 is the no-effect control and ±100 the full control effect; potency means the concentration at half of the fitted maximal effect.

SMILES	TDP1 cell CPT	TDP1 cell noCPT	KAT2A inh
O=C(CSc1nc2c(c(=O)n1-c1ccccc1)SCC2)N1CCOCC1	-6%	7%	-3%
Nc1cc[n+](CC(=O)c2ccc3c(c2)OCCO3)cc1	-30%	9%	-6%
O=C(COC(=O)c1ccc(O)cc1O)NC(=O)c1ccccc1	-17%	-22%	.
N#CCCN(Cc1cccnc1)S(=O)(=O)c1ccc2ccccc2c1	?	-26%	0%
COc1ccc(NC(=O)c2cc3c(=O)n4ccccc4nc3n2C)c(OC)c1	-16%	-21%	-5%
NC(=O)c1ccccc1NC(=O)Nc1ccc(F)c(Cl)c1	?	?	-2%
Cc1ccc(CSc2nnc(C)c(=O)n2N)cc1	8%	4%	0%
CC(=O)c1ccc(N2CCN(C(=O)c3cc(-c4ccc5c(c4)OCO5)nc4ccccc34)CC2)cc1	?	23µM*	-5%
CC1(C(=O)NCc2ccccc2Br)CCN1Cc1csc2ccccc12 (stereo unspecified)	?	?	.
O=C(c1ccc(C(F)(F)F)cc1)N(CCCn1ccnc1)C(c1ccccn1)c1nc2ccccc2[nH]1 (stereo unspecified)	-17%	-16%	.
CCCCOC(=O)Cc1c(O)c2ccccc2[nH]c1=O	-9%	-28%	-7%
CN(Cc1c(F)cccc1Cl)C(=O)c1ccc2ccccc2n1	?	?	-1%
N#CCCn1cc(CNCc2cccnc2)c(-c2ccccc2)n1	?	-15%	.
CCCn1ncc(OC)c(Cl)c1=O	-14%	2%	?
O=CN1CCCN(C(=O)c2cc(NC(=O)c3ccccc3)cc3ncn(C4CCCC4)c23)CC1	20%	-13%	.
CC(N)c1ccc(Cl)cc1Cl (stereo unspecified)	3%	-2%	2%
O=C(OCc1nnc(-c2ccccc2)o1)c1ccc(-n2cnnn2)cc1	1%	-1%	-5%
Cc1ccc(N=Cc2cc(Cc3ccccc3Cl)cc([N+](=O)[O-])c2O)c(O)c1	?	4%	?
Nc1c2c(nc3ccc(Br)cc13)N(Cc1ccccc1)CC2	?	21µM*	-10%
CCN(C(=O)CSc1nnc(Nc2cccc(C)c2C)s1)C1CCS(=O)(=O)C1 (stereo unspecified)	-5%	-16%	1%
CN(C)C(=O)c1nc2ccc(Cl)cn2c1CN1CCCC(OCc2ccccc2)C1 (stereo unspecified)	-5%	?	-11%
COc1cccc(CNc2nnnn2C)c1OC	-16%	-1%	-2%
Cc1cccc(C(=O)Nc2cccc(NC(=O)c3ccccc3)c2)c1	-6%	?	-4%
NC(=O)NCCC[C@H](N)C(=O)O	17%	7%	-8%
Cc1ccc(-c2cn3c(n2)sc2cc(C(=O)NCCCc4ccccc4)ccc23)cc1	15µM*	8.2µM*	-9%
Cc1ccc(NC(=O)/C(C#N)=C/c2cc(C)n(-c3ccc(N4CCOCC4)c([N+](=O)[O-])c3)c2C)c(C)c1	7.3µM*	8.2µM*	-12%
Cc1cccc(-n2ccnc2SCC(=O)Nc2cccc(S(=O)(=O)NC3=NCCC3)c2)c1C	?	?	-8%
CCOC(=O)N1C=CC(C)=C[C@@H]2[C@@H](N3C(=O)c4ccccc4C3=O)C(=O)N21	3%	0%	-2%
COc1ccc(N2C(=O)CC(C3CCCO3)C2=O)cc1 (stereo unspecified)	11%	-1%	0%
Cc1cccc(NCc2nc(SCC(=O)Nc3ccccc3)n[nH]2)c1	2%	6%	-13%
Cc1cccc(NC(=O)C2CCN(c3nc(C)cc(C)n3)CC2)c1	?	?	3%
O=C(NNc1c(Cl)cccc1Cl)c1ccno1	7%	-4%	-3%
Cc1c(Cl)cccc1NC(=O)CN1CCN(CCN=CC2=C(O)CC(c3ccccc3)CC2=O)CC1 (stereo unspecified)	4%	-10%	-7%
COc1ccc(S(=O)(=O)N2CCCCC2)cc1C(=O)N1CCCC1	7%	-5%	-5%
Cc1ccc(C(=O)Nc2ccc3nc(N4CCCCC4)cc(C)c3c2)cc1F	?	23µM*	1%
O=C(CC1(O)C(=O)Nc2ccccc21)c1cccnc1 (stereo unspecified)	-28%	-13%	-10%
NS(=O)(=O)c1ccc(CNC(=O)CNC(=O)c2ccc(F)cc2)cc1	-8%	-8%	3%
CNC(=S)NNS(=O)(=O)c1ccc(OC)cc1OC	?	10%	-8%
NC(=O)c1ccc(NC(=O)COC(=O)C(Cc2ccccc2)NC(=O)c2ccccc2)cc1 (stereo unspecified)	1%	-5%	-3%
S=C(Nc1ccc2nsnc2c1)N1CCCC1	1%	1%	?

Looked up above.
O=C(NNc1c(Cl)cccc1Cl)c1ccno1 @ TDP1 cell noCPT: -4%
NC(=O)NCCC[C@H](N)C(=O)O @ KAT2A inh: -8%
COc1cccc(CNc2nnnn2C)c1OC @ TDP1 cell CPT: -16%
Cc1ccc(-c2cn3c(n2)sc2cc(C(=O)NCCCc4ccccc4)ccc23)cc1 @ KAT2A inh: -9%
Cc1c(Cl)cccc1NC(=O)CN1CCN(CCN=CC2=C(O)CC(c3ccccc3)CC2=O)CC1 (stereo unspecified) @ KAT2A inh: -7%

Returning to the listing; the two compounds before the break are reprinted first.
SMILES	TDP1 cell CPT	TDP1 cell noCPT	KAT2A inh
NC(=O)c1ccc(NC(=O)COC(=O)C(Cc2ccccc2)NC(=O)c2ccccc2)cc1 (stereo unspecified)	1%	-5%	-3%
S=C(Nc1ccc2nsnc2c1)N1CCCC1	1%	1%	?
COC(=O)c1ccc(COc2ccc3c4c(c(=O)oc3c2)CCC4)o1	-6%	-17%	3%
COc1ccc(-c2cc3nc(NCCOc4ccccc4)ccn3n2)cc1	?	?	.
COc1ccc(N(CC(=O)NCc2ccccc2C)S(=O)(=O)c2ccc(C)cc2)cc1OC	-12%	?	2%
O=C1NC2(CCCCC2)C(=O)N1c1ccccc1	1%	-7%	-1%
Cc1ccccc1OCc1ccc(-c2nc(C#N)c(N3CCN(c4cccc(Cl)c4)CC3)o2)o1	0%	2%	-9%
COc1ccc(/C=C2\CCn3c2nc2cc(C(=O)O)ccc2c3=O)cc1OC	4%	-5%	-7%
Cc1ccc(CCNC(=O)c2ccc3nc4ccccc4c(=O)n3c2)cc1	?	?	-2%
CN(C)S(=O)(=O)c1cccc(-c2cn3ccccc3n2)c1	-1%	-29%	-4%
O=C(N/N=C/c1cccc(NC(=O)c2ccc(Cl)cc2)c1)c1ccc(O)cc1	?	15µM*	-19%
CC(C)c1ccc2[nH]c(O)c(N=NC(=O)c3cccc(S(=O)(=O)N4CCCCC4)c3)c2c1	12µM*	9.2µM*	-7%
O=C(Nc1ccccc1Cl)O/N=C(/c1ccccc1)c1ccccn1	4%	-6%	0%
CN1CCN(C2=NC(=O)/C(=C/c3ccccc3OS(=O)(=O)c3ccccc3)S2)CC1	-16%	-22%	-3%
Cc1cc(/C=C(\C#N)C(=O)Nc2ccccc2)c(C)n1-c1ccc2c(c1)OCO2	?	16µM*	-7%
COc1ccc(N2CCN(CCCNC(=O)c3ccc(CS(=O)(=O)c4ccc(OC)cc4)o3)CC2)cc1	?	?	-1%
CCN1C(=O)C2(C(C#N)=C(N)Oc3n[nH]c(-c4ccccc4)c32)c2ccccc21 (stereo unspecified)	-2%	4%	-3%
O=C(Nc1ccc(F)cc1F)N1CCN(CCc2ccccc2)CC1	-4%	-5%	-12%
COc1cccc(/C=N/NC(=O)CNC(=O)c2ccc(S(=O)(=O)N3CCOCC3)cc2)c1OC	?	-24%	1%
O=C(CN1CCCCC1)Nc1ccccc1C(=O)NC1CC1	13%	-15%	0%
CC(=O)c1cc2c(O)c(O)ccc2o1	?	?	1%
Cc1ccc(CN(Cc2ccco2)C(=O)c2cccc(C)c2)cc1	15µM*	16µM*	-12%

An excerpt from above with just KAT2A inh and TDP1 cell CPT.
SMILES | KAT2A inh | TDP1 cell CPT
CN1CCN(C2=NC(=O)/C(=C/c3ccccc3OS(=O)(=O)c3ccccc3)S2)CC1 | -3% | -16%
Cc1cc(/C=C(\C#N)C(=O)Nc2ccccc2)c(C)n1-c1ccc2c(c1)OCO2 | -7% | ?
COc1ccc(N2CCN(CCCNC(=O)c3ccc(CS(=O)(=O)c4ccc(OC)cc4)o3)CC2)cc1 | -1% | ?
CCN1C(=O)C2(C(C#N)=C(N)Oc3n[nH]c(-c4ccccc4)c32)c2ccccc21 (stereo unspecified) | -3% | -2%
O=C(Nc1ccc(F)cc1F)N1CCN(CCc2ccccc2)CC1 | -12% | -4%

(cont.)
SMILES	TDP1 cell CPT	TDP1 cell noCPT	KAT2A inh
Cc1cc(C)n(CCc2nc(-c3ccc(F)cc3)cs2)n1	?	?	-3%
NS(=O)(=O)c1cccc(-n2cnnn2)c1	-9%	5%	-3%
O=C(C[n+]1ccc(/C=N/O)cc1)NCc1ccccc1	1%	-8%	-3%
Cc1cc(C)c(S(=O)(=O)Nc2ccc[nH]c2=O)c(C)c1	?	-19%	-4%
O=C(NCc1ccccc1)C(c1ccc(C(F)(F)F)cc1)n1c(=O)c(-c2ccco2)nc2ccccc21 (stereo unspecified)	?	21µM*	.
COc1cccc(OCCSc2nc3ccccc3c(=O)[nH]2)c1	-4%	21µM*	1%
COc1cccc(CN(C)CCCn2cnc3c(OC)ncnc32)c1	4%	4%	.
O=C(COC(=O)/C=C/c1ccccc1Cl)NC(=O)NC1CCCC1	5%	0%	-7%
COc1ccc(OC)c(C(C)NC(=O)C(C)n2cc([N+](=O)[O-])cn2)c1 (stereo unspecified)	-12%	4%	-2%
COc1ccc(-c2nc3nc(C)cc(C)n3c2Nc2c(C)cccc2C)cc1	16µM*	18µM*	-1%
CCOC(=O)C1(CCCc2ccccc2)CCN(CC(O)CO)CC1 (stereo unspecified)	-9%	?	3%
CC(C)(C)NC(=O)CSc1nc(O)cc(=O)[nH]1	-22%	-6%	-3%
CCOC(=O)c1c(NC(=O)C(Sc2ccccc2)c2ccccc2)sc(C(=O)N(C)C)c1C (stereo unspecified)	?	16µM*	-6%
COc1ccccc1CNC(=O)CSc1nc(C)cs1	?	13%	-4%
CSc1cc(N2CCOCC2)nc(-c2ccccc2Cl)n1	3%	-7%	-2%
CCCn1c(SCC(=O)c2[nH]c(C)c(C(C)=O)c2C)n[nH]c1=O	2%	-4%	-1%
Cc1cccc(-c2nc(SCC(=O)N(C)c3ccccc3)c3c(=O)n(C)c(=O)n(C)c3n2)c1	?	?	-13%
COc1ccccc1NC(=O)C(Sc1ccccc1)c1ccccc1 (stereo unspecified)	21µM*	?	-19%
O=S(=O)(c1ccccc1)c1ccc(C(F)(F)F)cn1	-23%	-7%	-1%
Cc1cc([N+](=O)[O-])ccc1Nc1nc2ccccc2n2cnnc12	?	?	-5%
Cc1ccc(Nc2ccccc2)cc1	-11%	-6%	-3%
CN1C(=S)N(c2cccnc2)C(=O)/C1=C\c1ccc(C(C)(C)C)cc1	16µM*	15µM*	-22%
CC1CCN(C(=O)c2[nH]cnc2C(=O)N[C@@H](C)C(=O)OC(C)(C)C)CC1	-17%	3%	-1%
CC/C(=N\NC(=S)NC(C)C)c1ccc(OC(F)F)cc1	?	16µM*	-9%
CCC(Sc1nc2ccccc2c(=O)n1CCN1CCOCC1)C(=O)NCc1cccnc1 (stereo unspecified)	7%	-18%	2%
COc1ccc(/C=N/NC(=O)c2ccncc2)cc1CN1CCN(c2ccc(F)cc2)CC1	-16%	?	-5%
Nc1c(C(=O)OCC2CCCO2)c2nc3ccccc3nc2n1C1CCCC1 (stereo unspecified)	?	12µM*	-7%
Cc1cc2c(nn1)CCc1nonc1-2	0%	-2%	1%
COc1ccccc1NC(=O)N(CCN1CCCC1)Cc1cc2cc(C)ccc2[nH]c1=O	?	?	.
Cc1ccc(CN2CCc3nc(N4CCN(c5ncccn5)CC4)ncc3C2)cc1	?	?	14%
Cc1ccc(C)c(NC(=O)C(C)N2C(=O)c3ccccc3C2=O)c1 (stereo unspecified)	7%	-1%	2%
O=C(CSc1nnc(-c2ccco2)o1)NC(=O)C1COc2ccccc2O1 (stereo unspecified)	-1%	1%	-1%
CC1(C)CC(=O)c2cc(-c3nc(-c4ccc(Cl)cc4)cs3)c(=O)n(-c3ccc(F)cc3)c2C1	?	?	1%
COc1ccc(N(CC(=O)NCc2ccncc2)S(=O)(=O)c2ccccc2[N+](=O)[O-])c(OC)c1	-2%	1%	0%
COc1cc(/C=C(/NC(=O)c2ccccc2)C(=O)Nc2cccc(O)c2)c([N+](=O)[O-])cc1OC	3%	6%	?
COc1ccc(C(CNC(=O)c2oc3c(Cl)cccc3c2C)N2CCCC2)cc1 (stereo unspecified)	16µM*	23µM*	1%
O=C(O)CNC(=O)CC1S/C(=N/N=C2\CSC(=O)N2)NC1=O (stereo unspecified)	-9%	0%	2%
O=C(COC(=O)c1cc(Cl)nc(Cl)c1)NC1CCCCCC1	-1%	1%	-4%
COc1ccc(/C=C2/SC(=S)N(CCCC(=O)Nc3ccc(O)cc3)C2=O)cc1	?	?	-2%
O=C(CSc1nnc(CNC(=O)c2ccc(F)cc2)o1)NCc1ccc2c(c1)OCO2	-2%	-13%	-1%
CC(=O)c1c(N2CCOCC2)nc(=O)n(-c2ccccc2)c1C	1%	-2%	2%
